Screening data from PubChem BioAssay.
IMPase Li inh: membrane-permeable IMPase blocker, potentiated with lithium. CHO-M1 cells, IP1 TR-FRET (IP-One), carbachol + lithium. Potency, µM (titrated, usually from 59.4 µM), inactives show at the top dose activity, negative = IMPase inhibition, hits mostly inhibitors. 210,000 tested, 0.35% active. AID 1457;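 note: IP1 builds up when IMPase is blocked and the TR-FRET signal falls; plate controls were basal vehicle for no effect and high inhibitor control for full effect; nearly all actives have a fitted effect of over 50% in size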
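CHO cells stably expressing M1 receptor (2000/well, cultured 16–30 h) treated 30 min at 37C with compound plus low lithium. Cytosolic IP1 by TR-FRET (665/620 ratio and 620 channel) after 10 min lysis; AC50 by Hill fit.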
GAA inh: alpha-glucosidase (human) inhibition | P10253 | purified human GAA, 4-MU-alpha-glucoside fluorescence | Potency, µM (doses to about 76.9 µM), for the others: at the highest dose activity change, negative = inhibition, hits mostly inhibitors | 200,000 tested, 0.005% active | AID 1466;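 note: plate controls were uninhibited enzyme wells for no effect and no-enzyme background for full effect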
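Endpoint fluorogenic read: 20 min room-temperature reaction of 4 nM human alpha-glucosidase with 400 uM 4-methylumbelliferyl-alpha-D-pyranoside, pH 5.0, quenched with 1M NaOH/1M glycine pH 10. AC50 from Hill modeling.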
GAA spleen mod: inhibits or activates alpha-glucosidase in human spleen homogenate; P10253; human spleen homogenate, 4-MU-alpha-glucoside fluorescence; 240,000 tested, 0.006% active; Potency, µM (doses to about 79.9 µM), without a hit: at the top dose activity change, negative = inhibition, usual class: inhibitors;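 note: 0% = enzyme with vehicle and -100% = no enzyme basal signal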
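Human spleen homogenate (1 ug) incubated with compounds and 1 mM 4-methylumbelliferyl-alpha-D-glucopyranoside in pH 5.0 citrate/phosphate buffer, 37 C, 40 min. Stopped at pH 10; 4-MU fluorescence (Ex 365/Em 440 nm); AC50 by Hill fit.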
HTT cytoprotect: Huntington cell model cytoprotection by ATP luminescence | Potency, µM (doses to about 56.4 µM), without a hit: cytoprotection (ATP increase), most hits filed as activators | PC12 HTT-Q103 induced, cytoprotection, ATP luminescence, 40 h | 230,000 tested, 0.14% active;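 note: % of control where 0% means no effect; nearly all actives have a fitted effect of over 45% in size; toxic huntingtin expression switched on by the ecdysone agonist tebufenozide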
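PC12 cells stably carrying ecdysone-inducible Htt exon 1 (Q103)–GFP were induced with 100 nM tebufenozide (final) alongside library compounds in a dose series. Cytoprotection was scored as retained ATP by ATPlite luminescence.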
HTT aggregate: mutant huntingtin aggregation inhibition. PC12 HttQ103-GFP aggregates, Acumen cytometry, 40 h. Potency, µM (titrated, usually from 46.1 µM), without a hit: at the top dose activity change, negative = inhibition, usual class: inhibitors. 220,000 tested, 1.1% active. AID 1688; note: % is set by controls: 0 for no effect and ±100 for the full control effect; nearly all actives have a fitted effect of over 60% in size
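Huntingtin Q103 exon 1–GFP aggregates in induced PC12 cells (100 nM tebufenozide) were quantified by cytometry from lysates, with compounds dosed in titration.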
GAA glycogen mod: inhibitors or activators of human alpha-glucosidase glycogen cleavage; recombinant GAA, glycogen substrate, Amplex Red glucose oxidase fluorescence; Potency, µM (doses to about 76.4 µM), for the others: at the top dose activity change, negative = inhibition, usual class: inhibitors; 300,000 tested, 0.38% active; AID 2100;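 note: 0% = full enzyme reaction and -100% = no-enzyme basal signal; the screen sought inhibitors and activators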
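Natural-substrate format: glycogen cleavage by 4 nM human enzyme, glucose read by Amplex Red coupling (Ex 573, Em 610 nm). Normalized to enzyme and no-enzyme controls.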
RGS12 GoLoco inh: inhibitors of human Gai1-RGS12 GoLoco interaction (red fluorophore) | Gai1:RGS12 GoLoco peptide FP, rhodamine, 10 min | P63096 | Potency, µM (titrated, usually from 61.6 µM), for the others: at the top dose activity, negative = inhibition, hits mostly inhibitors | 230,000 tested, 0.44% active; active = well fitted inhibition curve with a large enough effect, not every such curve was filed as active; inactive = no such curve, though single readings can be large or run the other way; note: % is set by controls: 0 for no effect and ±100 for the full control effect; nearly all actives have a fitted effect of over 30% in size; many of its hits are not listed in these tables
Target sequence (P63096 whole entry, looked up): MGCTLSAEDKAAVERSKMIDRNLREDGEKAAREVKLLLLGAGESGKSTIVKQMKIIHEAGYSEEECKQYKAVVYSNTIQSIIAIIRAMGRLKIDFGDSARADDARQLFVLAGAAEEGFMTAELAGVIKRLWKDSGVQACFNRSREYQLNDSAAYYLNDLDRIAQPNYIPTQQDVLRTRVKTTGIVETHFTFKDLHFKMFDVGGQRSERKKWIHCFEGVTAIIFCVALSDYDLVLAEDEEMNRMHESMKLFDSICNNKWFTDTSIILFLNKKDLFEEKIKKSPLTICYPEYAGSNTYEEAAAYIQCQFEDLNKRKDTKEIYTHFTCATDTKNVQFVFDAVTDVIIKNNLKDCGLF
* = called active by the depositor; & = joins results of further samples; [ ] = dose if it differs, or a comment. Unless noted, calls come from the whole dose curve; as a rule, active = well fitted curve in the direction sought with a large enough effect; inconclusive = small, poorly fitted or top-dose-only effect, or another doubt; inactive = no such curve, though single readings can be large; an effect the other way counts as inactive or inconclusive. Potency is the fitted concentration of half-maximal effect.

Screening Cc1cc(NC(=O)c2ccco2)ccc1NC(=O)Cc1cccs1 returned IMPase Li inh 4%, GAA inh -6%, GAA spleen mod -4%, HTT cytoprotect -10%[1.9 µM], HTT aggregate -15%, GAA glycogen mod -6% and RGS12 GoLoco inh -16%.
For COc1ccc(NCc2nn(CC(=O)c3ccc(Br)cc3)c3[n+]2CCCCC3)cc1 the results were IMPase Li inh 11%, GAA inh 0%, GAA spleen mod -14%, HTT cytoprotect 19%[10 µM], HTT aggregate -13%, GAA glycogen mod 19% and RGS12 GoLoco inh 16%.
`Fc1ccc(Nc2c(-c3ccco3)nc3ccccn23)cc1` gave IMPase Li inh 0%, GAA inh 4%, GAA spleen mod -8%, HTT cytoprotect 7%[10 µM], HTT aggregate 0%, GAA glycogen mod inconclusive and RGS12 GoLoco inh -4%.
For COc1ccc(-c2cc(=O)c3cc(OC)c(OC)cc3[nH]2)cc1 the results were IMPase Li inh -1%, GAA inh 6%, GAA spleen mod 3%, HTT aggregate 0%, GAA glycogen mod 6% and RGS12 GoLoco inh 5%.
CCOC(=O)C1(C)NC(c2ccco2)C2C(=O)N(C)C(=O)C21 (stereo not drawn) was read as IMPase Li inh -3%, GAA inh 8%, GAA spleen mod -8%, HTT cytoprotect inconclusive, HTT aggregate -5%[9.22 µM], GAA glycogen mod 14% and RGS12 GoLoco inh 11%.
Screening COc1cc(O)c(C(CC(=O)N2CCCC(C)C2)c2ccc3c(c2)OCO3)c(OC)c1 (stereo not drawn) returned GAA spleen mod -8%&3%, HTT cytoprotect 2%[10 µM], HTT aggregate 18%[9.22 µM], GAA glycogen mod 2% and RGS12 GoLoco inh 5%.
CS(=O)(=O)Nc1ccc(C(=O)N2CCCC2)cc1 was read as IMPase Li inh -11%[38.3 µM], GAA inh -6%, GAA spleen mod 4%, HTT cytoprotect 18%, HTT aggregate 5%, GAA glycogen mod -14% and RGS12 GoLoco inh -5%.
Cc1ccc(N(Cc2ccc([N+](=O)[O-])cc2)C(=O)c2ccco2)cc1 was read as IMPase Li inh -1%[38.3 µM], GAA inh -8%, GAA spleen mod 2%, HTT cytoprotect 9%, HTT aggregate -6%, GAA glycogen mod -19% and RGS12 GoLoco inh 4%.
Screening O=C1NC(c2ccccc2)=NC1(Nc1ccccn1)C(F)(F)F (stereo not drawn) returned IMPase Li inh 5%, GAA inh -1%, GAA spleen mod 6%, HTT cytoprotect 3%[10 µM], HTT aggregate -14%, GAA glycogen mod -3% and RGS12 GoLoco inh -5%.
For O=C(NNC(=O)C1CCN(Cc2cccc(F)c2)CC1)c1cccs1 the results were IMPase Li inh 3%, GAA inh 11%, GAA spleen mod 5%, HTT cytoprotect -23%[1.9 µM], HTT aggregate -4%[9.22 µM], GAA glycogen mod 22% and RGS12 GoLoco inh 2%.
Cc1nn(Cc2ccccc2)c(Cl)c1/C=N/NC(=O)CNc1cccc(C(F)(F)F)c1 was read as IMPase Li inh 4%, GAA inh 4%, GAA spleen mod 7%, HTT cytoprotect -6%[10 µM], HTT aggregate 4%, GAA glycogen mod 2% and RGS12 GoLoco inh 4%.
For CC(C)SCc1nc2ccccc2[nH]1 the results were IMPase Li inh 20%[38.3 µM], GAA inh -13%, GAA spleen mod -3%, HTT cytoprotect -13%, HTT aggregate -8%, GAA glycogen mod -1% and RGS12 GoLoco inh 4%.
Screening Cc1noc(C)c1Cn1nc(C(=O)O)c2ccccc2c1=O returned IMPase Li inh -14%[38.3 µM], GAA inh 3%, GAA spleen mod 3%, HTT cytoprotect -5%[10 µM], HTT aggregate 17%, GAA glycogen mod 3% and RGS12 GoLoco inh 6%.
For O=C(N/C(=C/c1ccc(Br)cc1)C(=O)N1CCOCC1)c1cccs1 the results were IMPase Li inh 2%, GAA inh -11%, GAA spleen mod -9%, HTT cytoprotect 0%[10 µM], HTT aggregate 19%[9.22 µM], GAA glycogen mod -2% and RGS12 GoLoco inh -9%.
CC(=O)N1CCc2cc(Br)cc(S(=O)(=O)N3CCN(c4ccccn4)CC3)c21 was read as IMPase Li inh 9%[38.3 µM], GAA inh -6%, GAA spleen mod 5%, HTT cytoprotect -2%, HTT aggregate 4%, GAA glycogen mod 11% and RGS12 GoLoco inh 8%.
For CCS(=O)(=O)Nc1cccc(C2=NN(S(=O)(=O)c3ccc(F)cc3)C(c3cccs3)C2)c1 (stereo not drawn) the results were IMPase Li inh 2%, GAA inh -10%, GAA spleen mod -8%, HTT cytoprotect 19%[10 µM], HTT aggregate -15%, GAA glycogen mod 11% and RGS12 GoLoco inh 17%.
For Cc1ccc(C2=C/C(=C/c3cccnc3)C(=O)O2)c(C)c1 the results were IMPase Li inh -4%, GAA inh -12%, GAA spleen mod -2%, HTT cytoprotect -4%[10 µM], HTT aggregate 9%, GAA glycogen mod -1% and RGS12 GoLoco inh -3%.
Screening COc1ccc(S(=O)(=O)N2CCCCCC2)cc1NC(=O)Cc1cc(OC)c(OC)c(OC)c1 returned IMPase Li inh 4%, GAA inh -3%, GAA spleen mod -6%, HTT cytoprotect -9%[10 µM], HTT aggregate 14%, GAA glycogen mod 11% and RGS12 GoLoco inh -14%.
Screening COc1ccc(NC(=O)Nc2nnc(C(C)(C)C)s2)cc1 returned GAA spleen mod -7%, HTT cytoprotect 2%[10 µM], HTT aggregate -8%[9.22 µM], GAA glycogen mod 1% and RGS12 GoLoco inh 1%.
COc1ccccc1C(=O)O/N=C(/c1ccncc1)c1ccc([N+](=O)[O-])cc1 was read as IMPase Li inh 15%, GAA inh 14%, GAA spleen mod -13%, HTT cytoprotect -6%, HTT aggregate 0%, GAA glycogen mod -13% and RGS12 GoLoco inh -2%.
O=C(Cn1nc(-c2ccc3c(c2)OCCO3)ccc1=O)Nc1cccc(NC(=O)c2ccccn2)c1 was read as IMPase Li inh 9%, GAA inh 6%, GAA spleen mod 3%, HTT cytoprotect -8%, HTT aggregate 18%, GAA glycogen mod 3% and RGS12 GoLoco inh 12%.
OCCCNCc1ccc(-c2ccccc2)cc1 was read as IMPase Li inh -1%, GAA inh 3%, GAA spleen mod -2%, HTT cytoprotect -89%[inhibitor], HTT aggregate -10%[9.22 µM], GAA glycogen mod -8% and RGS12 GoLoco inh 23%.
`COc1ccc(Cl)cc1C(=O)Nc1cccc(-c2ccc3nncn3n2)c1` gave IMPase Li inh -8%, GAA inh -2%, GAA spleen mod 2%, HTT cytoprotect -15%, HTT aggregate -9%, GAA glycogen mod 11% and RGS12 GoLoco inh 31%[activator].
Screening NC1(C(=O)NC2(C(=O)O)CCCC2)CCCC1 returned IMPase Li inh -7%, HTT cytoprotect 16%[10 µM] and RGS12 GoLoco inh 2%[14.2 µM].
`Fc1ccc2[nH]c3c(c2c1)CN(C(=S)NCc1ccccc1)CC3` gave GAA inh inconclusive, GAA spleen mod -6%, HTT cytoprotect -7%[10 µM], HTT aggregate -8%[9.22 µM], GAA glycogen mod -18% and RGS12 GoLoco inh -16%.
`Cc1cccc(C)c1NC(=O)CSc1nnc(-c2ccoc2C)n1CCc1ccccc1` gave IMPase Li inh 28%[38.3 µM], GAA inh 8%, GAA spleen mod -8%, HTT cytoprotect 1%, HTT aggregate 2%, GAA glycogen mod -2% and RGS12 GoLoco inh 4%.
Cc1ccc(S(=O)(=O)CC(C)(O)CS(=O)(=O)c2ccc(C)cc2)cc1 was read as GAA inh -3%, GAA spleen mod 3%, HTT cytoprotect 24%[10 µM], HTT aggregate 13%[9.22 µM], GAA glycogen mod 3% and RGS12 GoLoco inh 8%.
Screening Cc1ccccc1-n1c(SCC(=O)N/N=C/c2sccc2C)nc2ccccc2c1=O returned IMPase Li inh 4%, GAA inh -2%, GAA spleen mod -6%, HTT aggregate 20%, GAA glycogen mod -6% and RGS12 GoLoco inh 5%.
For Clc1ccc(Cn2c(/C=C/c3ccco3)nc3ccccc32)cc1 the results were IMPase Li inh 9%, GAA inh 7%, GAA spleen mod 7%, HTT cytoprotect 2%[10 µM], HTT aggregate inconclusive, GAA glycogen mod -5% and RGS12 GoLoco inh 61%[activator].
For CC(=O)Nc1ccc(NC(=O)c2cccc(-c3cc4ccccc4oc3=O)c2)cc1 the results were IMPase Li inh 1%, GAA inh -1%, GAA spleen mod -4%, HTT cytoprotect -24%, HTT aggregate 6%, GAA glycogen mod -5% and RGS12 GoLoco inh 3%.
For Cc1ccc(OC(=O)COc2ccccc2)c(-n2nc3ccccc3n2)c1 the results were IMPase Li inh 1%[38.3 µM], GAA inh 2%, GAA spleen mod -2%, HTT cytoprotect 3%, HTT aggregate 12%[9.22 µM], GAA glycogen mod 1% and RGS12 GoLoco inh -9%.
For CN(C)c1ccc(C(=O)OCC(=O)NC2CCCCCC2)cc1 the results were IMPase Li inh 4%, GAA inh 1%, GAA spleen mod -5%, HTT cytoprotect -24%, HTT aggregate -22%, GAA glycogen mod 11% and RGS12 GoLoco inh -7%.
Screening Brc1ccc(Oc2nsnc2N2CCOCC2)cc1 returned IMPase Li inh 22%[38.3 µM], GAA inh -7%, GAA spleen mod -7%, HTT cytoprotect -5%, HTT aggregate inconclusive, GAA glycogen mod 3% and RGS12 GoLoco inh 0%.
`CCOC(=O)NC(=O)c1cn(Nc2ncc(Cl)cc2C(F)(F)F)c(=O)[nH]c1=O` gave GAA inh 2%, GAA spleen mod 2%, HTT cytoprotect -3%[10 µM], HTT aggregate -20%[9.22 µM], GAA glycogen mod 2% and RGS12 GoLoco inh 2%.
CCOC(=O)c1ccc(NCc2ccc(N(C)C)cc2)cc1 was read as IMPase Li inh 7%[38.3 µM], GAA inh 1%, GAA spleen mod 1%, HTT cytoprotect 8%, HTT aggregate 9%, GAA glycogen mod -21% and RGS12 GoLoco inh -1%.
For CCCCOC(=O)Nc1cccc(C(=O)OCC)c1 the results were IMPase Li inh -15%[38.3 µM], GAA inh -7%, GAA spleen mod -2%, HTT cytoprotect -2%, HTT aggregate 1%, GAA glycogen mod 1% and RGS12 GoLoco inh 5%.

This is a subset; count on the stated rates, not on these rows.
